PP5 primary = inhibitors of human protein phosphatase 5 (PP5) | purified PP5c, OMFP substrate fluorescence | inhibition, % at 6.7 µM | 0.18% of 320,000 active | AID 1987;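 active = inhibition above the campaign's mean inhibition across all tested compounds plus 3 SD, cut at about 9.5% in these data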;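 note: 0% = DMSO only and 100% = 100 µM cantharidin control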
Target sequence (P53041 whole entry, looked up): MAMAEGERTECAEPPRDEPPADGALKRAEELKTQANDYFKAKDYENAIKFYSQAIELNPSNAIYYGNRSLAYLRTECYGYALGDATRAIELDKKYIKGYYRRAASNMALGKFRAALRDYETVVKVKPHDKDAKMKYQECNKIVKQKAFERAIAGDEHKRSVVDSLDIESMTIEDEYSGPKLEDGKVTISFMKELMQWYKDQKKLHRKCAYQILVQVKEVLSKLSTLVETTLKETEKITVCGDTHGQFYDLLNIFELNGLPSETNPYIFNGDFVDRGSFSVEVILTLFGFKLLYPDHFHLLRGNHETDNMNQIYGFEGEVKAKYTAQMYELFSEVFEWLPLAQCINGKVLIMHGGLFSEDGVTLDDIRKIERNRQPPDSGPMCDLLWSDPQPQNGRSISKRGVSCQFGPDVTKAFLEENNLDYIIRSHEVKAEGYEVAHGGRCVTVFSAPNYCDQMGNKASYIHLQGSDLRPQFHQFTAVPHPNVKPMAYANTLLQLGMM
procasp3 activ = activators of human procaspase-3; 0.11% of 330,000 active; recombinant procaspase-3 D3A, Ac-DEVD-pNA absorbance 405 nm; activation, % at 8.5 µM; P42574; AID 463141;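 active = activation above the mean of all tested compounds plus 3 SD, cut at about 21% in these data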;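 note: 0% = DMSO alone and 100% = DMSO wells spiked with extra 5 µM PC-3 D3A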
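Assay system – Procaspase-3 D3A mutant · Benchmarks – DMSO low control, extra-enzyme high control · Technique – 405 nm absorbance of p-nitroaniline, reads at 0 and 120 min · Doses – 8.5 µM nominal · Measure – % activation between DMSO and enzyme-spiked controls · Also added – Ac-DEVD-pNA chromogenic peptide substrate · Schedule – 1 h compound preincubation, 2 h substrate hydrolysis at 25 °C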
procasp7 counter = counter-screen for procaspase-3 activators: activators of human procaspase-7. recombinant procaspase-7, Ac-DEVD-pNA absorbance 405 nm; D23A/D198A/D206A triple mutant, cannot self-cleave; scale: DMSO 0, 5 µM enzyme 100. 0.093% of 330,000 active. P55210. activation, % at 8.5 µM;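 active = percent activation above the screen-wide mean plus 3 SD, cut at about 25% in these data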
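Test system: Procaspase-7 triple mutant (PC-7 D3A). Also added: Ac-DEVD-pNA substrate, 400 µM as added. Schedule: 1 h enzyme–compound preincubation and 2 h substrate reaction, both 25 °C. Signal: p-Nitroaniline absorbance at 405 nm, read at 0 and 120 min. Control set: low DMSO alone, high DMSO plus 5 µM PC-7.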
CTSL1 counter = counter-screen for PFM18AAP inhibitors: inhibitors of F. hepatica cathepsin L1 | inhibition, % at 5.96 µM | 0.49% of 300,000 active | recombinant F. hepatica cathepsin L1, Z-Leu-Arg-MCA fluorescence;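 active = inhibition above the mean of all tested compounds plus 3 SD, set per screening campaign, cut at about 17% in these data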;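 note: 0% = plate median of test compound wells and 100% = 1 µM Z-Phe-Ala-diazomethylketone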
Efflux pump inh = blocks antifungal efflux pumps in multiplex yeast assay | AID 485275 | S. cerevisiae Candida pump triplex, Nile Red efflux | 0.44% of 330,000 active | inhibition, % at 10 µM;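 active = plate passing quality check with inhibition over a set limit, or well fluorescence over plate mean plus 4 SD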;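 note: Nile Red retained in pooled yeast measured as flow cytometry median fluorescence; 0% = buffer negative control and 100% = Enniatin B positive control; higher means more Nile Red kept so more efflux inhibition; some compounds called inactive have numbers as strong as hits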
TPT1 inh = inhibitors of Candida albicans tRNA 2'-phosphotransferase TPT1 | recombinant caTPT1, FP RNA substrate dephosphorylation | inhibition, % at 5 µM | 0.81% of 300,000 active;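 active = inhibition above the mean of all tested compounds plus 3 SD, set per screening campaign, cut at about 24% in these data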;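 note: plate controls were DMSO alone for no effect and ferristatin control at 100 nM for full effect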
PP1 counter = PP1-alpha (human) inhibition in PP5 counter-screen; P62136; purified PP1alpha, OMFP fluorescence; inhibition, % at 6.7 µM; 0.9% of 320,000 active;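 active = inhibition above the mean inhibition of all tested compounds plus 3 SD, computed separately for each screening campaign, cut at about 15% in these data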
HCV core dimer = blocks dimerization of HCV core protein | AID 1899 | 0.33% of 300,000 active | TR-FRET GST/Flag-core106 dimerization, 1536-well | inhibition, % at 5 µM;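 active = inhibition above the mean of all tested compounds plus 3 SD, set per screening campaign, cut at about 45% in these data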
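System: GST-tagged and Flag-tagged HCV core protein residues 1-106 / Input: core106 proteins, GST 13.5 nM and Flag 17 nM / Buffer or medium: KF-containing HEPES buffer, pH 7.45, DTT, CHAPS, BSA / Probe or stimulus: Eu-anti-GST and XL665-anti-Flag labelled anti-tag antibodies / Schedule: 4 h, 22.5 °C incubation / Technique: TR-FRET 671 and 617 nm emission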
JMJD2C inh = inhibitors of human GASC-1 (JMJD2C) demethylase; 0.069% of 330,000 active; Q9H3R0; GST-JMJD2C(1-420) H3K9me3 demethylation, DELFIA europium; inhibition, % at 2.35 µM;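 active = more than half of a compound's replicate wells show inhibition beyond 50%, single wells judged on their own value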;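 note: signal counts dimethyl H3K9 product captured on neutravidin plate; 0% = median of DMSO wells and 100% = 0.3 times that DMSO median; strong numbers were not always called active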
Target sequence (Q9H3R0 1-420 limits assumed): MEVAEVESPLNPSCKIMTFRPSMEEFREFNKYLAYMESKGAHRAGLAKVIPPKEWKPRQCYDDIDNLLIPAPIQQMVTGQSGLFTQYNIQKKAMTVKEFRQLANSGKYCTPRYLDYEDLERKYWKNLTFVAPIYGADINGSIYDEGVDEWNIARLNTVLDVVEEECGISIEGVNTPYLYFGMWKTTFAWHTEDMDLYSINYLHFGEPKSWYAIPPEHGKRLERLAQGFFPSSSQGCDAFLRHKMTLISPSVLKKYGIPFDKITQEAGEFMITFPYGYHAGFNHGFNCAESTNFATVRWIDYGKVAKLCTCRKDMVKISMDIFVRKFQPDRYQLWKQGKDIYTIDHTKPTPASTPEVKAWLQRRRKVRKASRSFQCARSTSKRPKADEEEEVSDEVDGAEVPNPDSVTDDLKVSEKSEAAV
* = called active by the depositor.

#1 Cc1cc(=O)[nH]c(N/N=C/c2sccc2C)n1
#2 CCC(=O)NC(=S)Nc1ccc(NC(=O)c2cccc([N+](=O)[O-])c2C)cc1
#3 O=C(Nc1cc2c(cc1C(=O)O)OCCCO2)c1ccc(F)cc1F
#4 CC1(C)CC2CC(C)(CN2CC(O)COc2ccccc2)C1 (stereo not given)
#5 CCN(CC(=O)Nc1c(F)cccc1F)C(=O)c1ccc(=O)n(Cc2ccccc2)n1
#6 CC(C)CC(c1nnnn1CCc1ccccc1)N1CCN(C(=O)c2ccco2)CC1 (stereo not given)

Assay by compound,1,2,3,4,5,6
PP5 primary,-1.0,-1.3,1.5,-0.1,0.9,-3.1
procasp3 activ,1,6,9,1,3,-2
procasp7 counter,7,-1,-2,4,8,0
CTSL1 counter,0,-1,-1,-3,-4,3
Efflux pump inh,0.0,-2.9,-0.2,-0.2,-1.1,0.2
TPT1 inh,2,-1,-3,-2,2,-1
PP1 counter,-2,0,-2,1,-1,0
HCV core dimer,-2,-5,-1,4,3,3
JMJD2C inh,2,-4,9,4,1,-1

#7 COc1cc(-c2nnc3n2CCCCC3)cc(OC)c1OC
#8 CCN(CC)c1ccc(/C=N/NC(=O)c2cccc(S(=O)(=O)Nc3ccccc3OC)c2)c(O)c1
#9 O=C(NC1CCC(O)CC1)c1ccc(S(=O)(=O)NCc2ccco2)cc1 (stereo not given)
#10 CN(C)C(CNC(=O)C1CCN(S(=O)(=O)c2cccc(C(F)(F)F)c2)CC1)c1ccccc1 (stereo not given)
#11 Cc1ccccc1NC(=O)C1CC(=O)N(Cc2ccccc2)C1 (stereo not given)
#12 CN(CC(=O)Nc1cccc(F)c1)C(=O)c1ccc(COc2ccccc2)cc1

Assay by compound,7,8,9,10,11,12
PP5 primary,0.3,3.1,-1.9,0.5,-0.5,5.4
procasp3 activ,-1,39*,-1,1,6,0
procasp7 counter,-3,23,3,-2,7,15
CTSL1 counter,3,1,-4,0,0,6
Efflux pump inh,-0.4,-0.2,0.0,0.0,0.0,-0.1
TPT1 inh,-5,55*,-3,1,-1,-4
PP1 counter,1,11,-2,-2,-4,-2
HCV core dimer,-1,20,-2,0,-1,1
JMJD2C inh,26,6,-1,-1,-2,-3

#13 CCOC(=O)C1=C(C)NC(=O)NC1c1ccc(-c2ccccc2F)o1 (stereo not given)
#14 COC(=O)C1=C2SC(C)C(=O)N2C(N)=C(C#N)C1c1cc(OC)c(OC)c(OC)c1 (stereo not given)
#15 O=C1C(Cl)=C(Nc2ccc3cn[nH]c3c2)C(=O)c2ccccc21
#16 COc1ccccc1OCC(=O)NCCCN1CCOCC1
#17 Cc1cc(C)c2oc(C(=O)N(Cc3ccc(F)cc3)C3CCS(=O)(=O)C3)cc(=O)c2c1 (stereo not given)
#18 CC1CC(C)CN(CC(=O)N2c3ccccc3CCc3ccccc32)C1 (stereo not given)

Assay by compound,13,14,15,16,17,18
PP5 primary,1.3,-1.3,3.9,3.6,2.2,2.0
procasp3 activ,-5,-6,-17,1,3,-7
procasp7 counter,-10,-9,-23,-6,7,-2
CTSL1 counter,1,-2,28*,-3,0,3
Efflux pump inh,0.1,-0.2,0.7*,0.0,0.0,2.0
TPT1 inh,5,1,-7,-1,-4,0
PP1 counter,4,-1,6,-1,2,0
HCV core dimer,8,4,-22,9,7,-4
JMJD2C inh,-2,2,-7,2,0,-17

#19 CN1C(CC(=O)Nc2ccc(Br)cc2)c2ccccc2CC1(C)C (stereo not given)
#20 CCOC(=O)Cc1csc(NC(=O)c2cc(OC)cc(OC)c2)n1
#21 COCCNC(=S)N1CCC(c2nc(-c3ccc(N(C)C)cc3)no2)CC1
#22 Cc1ccc(S(=O)(=O)Oc2ccc3c(c2)O/C(=C\c2cccnc2)C3=O)cc1
#23 Cn1c(C(=O)N2CCCC(C(=O)NCCN3CCOCC3)C2)cc2sccc21 (stereo not given)
#24 CCn1c(CCNS(=O)(=O)c2ccccc2Br)nnc1SC

Assay by compound,19,20,21,22,23,24
PP5 primary,-0.2,3.3,1.6,0.1,0.3,0.1
procasp3 activ,5,-4,5,-1,0,6
procasp7 counter,1,-1,-8,7,1,11
CTSL1 counter,1,0,2,-5,9,-1
Efflux pump inh,-0.2,0.0,0.0,0.1,0.0,0.0
TPT1 inh,-3,-3,2,0,-5,-2
PP1 counter,2,2,-5,1,-1,0
HCV core dimer,-4,-1,-3,7,-3,-9
JMJD2C inh,2,-3,-3,-4,4,4

Reprinted at random: 2 entries already listed, in no set order.
#18 CC1CC(C)CN(CC(=O)N2c3ccccc3CCc3ccccc32)C1 (stereo not given)
#14 COC(=O)C1=C2SC(C)C(=O)N2C(N)=C(C#N)C1c1cc(OC)c(OC)c(OC)c1 (stereo not given)

Assay by compound,18,14
PP5 primary,2.0,-1.3
procasp3 activ,-7,-6
procasp7 counter,-2,-9
CTSL1 counter,3,-2
Efflux pump inh,2.0,-0.2
TPT1 inh,0,1
PP1 counter,0,-1
HCV core dimer,-4,4
JMJD2C inh,-17,2

Additional entries follow.
#25 OC(COCC(F)(F)C(F)(F)C(F)(F)C(F)F)Cn1c2ccc(Cl)cc2c2cc(Cl)ccc21 (stereo not given)
#26 COc1ccccc1CC(=O)Nc1ccc(OC)c(OC)c1
#27 O=C(NC1CC1)c1ccc2c(c1)N(Cc1ccccc1)CCS2
#28 CCCc1cc(-c2n[nH]c(=S)n2CC(C)C)cs1
#29 O=C(O)c1cccc(NC(=O)c2ccc3c(c2)C(=O)N(C2CCCCC2)C3=O)c1
#30 O=C(Nc1ccc(F)cc1)Nn1cnnc1

Assay by compound,25,26,27,28,29,30
PP5 primary,3.5,2.9,0.8,2.2,-2.2,0.4
procasp3 activ,-7,3,1,-20,-1,-3
procasp7 counter,17,5,7,-16,0,14
CTSL1 counter,1,-2,3,2,2,-8
Efflux pump inh,-0.3,0.2,0.0,0.8,0.3,0.0
TPT1 inh,-3,-5,0,-1,-1,2
PP1 counter,1,0,1,1,0,-1
HCV core dimer,-3,-2,3,-2,6,0
JMJD2C inh,-20,-4,10,8,-9,-9

6 entries from above, with values under each structure.
Values run as follows: PP5 primary	procasp3 activ	procasp7 counter	CTSL1 counter	Efflux pump inh	TPT1 inh	PP1 counter	HCV core dimer	JMJD2C inh
26) COc1ccccc1CC(=O)Nc1ccc(OC)c(OC)c1
→ 2.9	3	5	-2	0.2	-5	0	-2	-4
30) O=C(Nc1ccc(F)cc1)Nn1cnnc1
→ 0.4	-3	14	-8	0.0	2	-1	0	-9
28) CCCc1cc(-c2n[nH]c(=S)n2CC(C)C)cs1
→ 2.2	-20	-16	2	0.8	-1	1	-2	8
27) O=C(NC1CC1)c1ccc2c(c1)N(Cc1ccccc1)CCS2
→ 0.8	1	7	3	0.0	0	1	3	10
25) OC(COCC(F)(F)C(F)(F)C(F)(F)C(F)F)Cn1c2ccc(Cl)cc2c2cc(Cl)ccc21 (stereo not given)
→ 3.5	-7	17	1	-0.3	-3	1	-3	-20
29) O=C(O)c1cccc(NC(=O)c2ccc3c(c2)C(=O)N(C2CCCCC2)C3=O)c1
→ -2.2	-1	0	2	0.3	-1	0	6	-9

Further compounds follow.
#31 CCOC(=O)N1CCN(C(=O)CCS(=O)(=O)c2ccc(Br)s2)CC1
#32 CCc1cc2c(=O)n(Cc3ccco3)c(SCC(=O)N(C)C3CCS(=O)(=O)C3)nc2s1 (stereo not given)
#33 C/C(=N\NC(=O)c1ccco1)c1ccc(NC(=O)c2cccs2)cc1
#34 O=[N+]([O-])c1cc(-c2nnc(Nc3ccccc3)c3ccccc23)ccc1N1CCOCC1
#35 CCn1nc(C)c(NC(=O)CCSc2nc(-c3ccco3)cc(C(F)(F)F)n2)c1C
#36 CCOC(=O)c1ccccc1NC(=O)[C@@H]1CCCN1C(=O)OC(C)(C)C

Assay by compound,31,32,33,34,35,36
PP5 primary,1.5,-0.4,-2.1,2.1,-0.2,3.0
procasp3 activ,-3,-6,3,3,6,5
procasp7 counter,-4,7,-13,10,-1,11
CTSL1 counter,-2,-1,1,1,-2,-2
Efflux pump inh,-0.1,-0.2,0.0,0.3,0.1,0.0
TPT1 inh,1,0,1,1,2,0
PP1 counter,-8,-5,-4,1,-1,2
HCV core dimer,-2,13,-5,20,2,2
JMJD2C inh,-5,2,4,-4,-4,-18

#37 Cc1cc(C(=O)OCC(=O)c2ccc(Br)s2)c(C)o1
#38 CCN(CC(=O)Nc1cccc(OC)c1)C(=O)c1cnc(Cl)c(Cl)c1
#39 Cc1nnsc1C(=O)Nc1ccc(S(=O)(=O)N2CCCCC2)cc1
#40 O=C(Nc1cnccn1)Nc1cccc(Cl)c1Cl
#41 CC1CCC(n2c(=S)[nH]c3ccccc3c2=O)CC1 (stereo not given)

Assay by compound,37,38,39,40,41
PP5 primary,1.5,0.1,-0.3,3.8,4.1
procasp3 activ,-4,3,7,2,3
procasp7 counter,2,-3,3,-10,-2
CTSL1 counter,2,-4,-2,-5,-2
Efflux pump inh,0.1,0.1,0.2,0.1,0.0
TPT1 inh,30*,2,0,2,3
PP1 counter,-2,-7,0,-5,3
HCV core dimer,8,1,-6,3,1
JMJD2C inh,0,-6,8,11,17
